NCOA1 inh = SRC1 coactivator transcriptional activity inhibitors, primary screen, cell-based, luminescence. actives 0.12% (n = 360,000). AID 588354, 2011. HEK293 GAL4-SRC1 luciferase reporter. inhibition, % at 3.6 µM;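 active = inhibition above the campaign mean plus 3 SD, with each screening campaign given its own cutoff, cut at about 60% in these data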;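 also: 0% = DMSO treated cells and 100% = gossypol at 36 µM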
NCOA3 inh = SRC3 coactivator transcriptional activity inhibitors, primary screen, cell-based, luminescence; Nuclear receptor coactivator 3 (Homo sapiens), Q9Y6Q9; HEK293 GAL4-SRC3 luciferase reporter; inhibition, % at 3.6 µM; actives 0.17% (n = 360,000);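 active = inhibition above a per-campaign cutoff, the mean of all compounds plus 3 SD, cut at about 60% in these data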;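 also: 0% = DMSO-treated cells and 100% = gossypol-treated cells at 36 µM; higher means less SRC3-driven luciferase light from the GAL4 reporter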
MC4R ag barr = MC4R agonists recruiting beta-arrestin, primary screen, cell-based, luminescence, agonist arm of biased-ligand search; actives 0.98% (n = 360,000); U2OS MC4R beta-arrestin complementation; percent of melanotan II response, DMSO zero; Melanocortin receptor 4 (Homo sapiens), P32245; activation, % at 8.9 µM;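 active = activation above a per-plate cutoff, the mean activation of sample wells on that plate plus 3 SD, cut at about 8% in these data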
NOD2-RIPK2 inh = NOD2-RIPK2 binding disruptors in cells, primary screen, fluorescence, CHO cells, BLA complementation. inhibition, % at 4.98 µM. actives 0.38% (n = 360,000). AID 624267, 2012. CCF4 ratio; in the data active = inhibition above about 21%;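 also: 0% = vehicle only and 100% = reference blocker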
Target sequence (O43353 whole entry, looked up): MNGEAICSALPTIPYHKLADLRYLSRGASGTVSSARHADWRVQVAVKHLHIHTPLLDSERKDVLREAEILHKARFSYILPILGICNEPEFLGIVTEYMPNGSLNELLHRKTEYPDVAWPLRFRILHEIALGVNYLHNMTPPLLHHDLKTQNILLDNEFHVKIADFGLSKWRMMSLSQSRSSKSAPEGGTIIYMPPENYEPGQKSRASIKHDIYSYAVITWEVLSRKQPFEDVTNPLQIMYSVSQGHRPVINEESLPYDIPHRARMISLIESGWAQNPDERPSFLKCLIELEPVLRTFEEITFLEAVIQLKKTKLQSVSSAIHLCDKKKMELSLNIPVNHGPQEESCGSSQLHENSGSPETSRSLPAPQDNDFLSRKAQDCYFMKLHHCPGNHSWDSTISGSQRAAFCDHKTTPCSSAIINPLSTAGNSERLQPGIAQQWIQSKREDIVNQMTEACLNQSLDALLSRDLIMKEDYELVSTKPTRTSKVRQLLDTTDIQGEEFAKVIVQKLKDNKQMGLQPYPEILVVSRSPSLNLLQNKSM
SRC2 inh = inhibition of GAL4-SRC2 driven luciferase reporter, primary screen, SRC2 inhibitor project, cell-based, luminescence; Nuclear receptor coactivator 2 (Homo sapiens), Q15596; HEK293 GAL4-SRC2 luciferase reporter; inhibition, % at 9 µM; actives 0.17% (n = 370,000);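 active = inhibition above the mean inhibition of all tested compounds plus 3 SD, set per campaign, cut at about 52% in these data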;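 also: 0% = DMSO treated cells and 100% = cells given Gossypol at 36 µM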
ABHD5-PLIN5 inh = ABHD5-PLIN5 interaction inhibitors, primary screen, cell lysate, split luciferase complementation, luminescence | Split G. princeps luciferase complementation, 4 h | inhibition, % at 4 µM | actives 0.78% (n = 360,000) | AID 602281, 2012;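 active = inhibition above the mean inhibition across every tested compound plus 3 SD, cut at about 22% in these data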;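 also: 0% = DMSO only wells and the 100% control is not disclosed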
NR5A2 inv ag = LRH-1 (NR5A2) inverse agonists, primary screen, cell-based, luminescence, HEK293T, StAR-luciferase reporter; inhibition, % at 3.6 µM; LRH-1 transfected, 24 h; Nuclear receptor subfamily 5 group A member 2 (Homo sapiens), O00482; actives 0.13% (n = 360,000);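 active = inhibition above the mean inhibition of all tested compounds plus 3 SD, cut at about 73% in these data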;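 also: 0% = DMSO wells and 100% = reporter-only cells lacking LRH-1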
COUP-TFII inh = NR2F2 transcriptional activity inhibitors, primary screen, cell-based, luciferase reporter, HEK293T, luminescence; HEK293T NGFI-A luciferase reporter; inhibition, % at 8.6 µM; actives 0.7% (n = 370,000);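 active = inhibition above a per-plate cutoff, mean inhibition of test wells between control levels plus 3 SD, cut at about 38% in these data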;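 also: cells cotransfected with COUP-TFII expression vector driving the NGFI-A reporter; 0% = median of COUP-TF2 test wells and 100% = reporter-only cells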
Target sequence (P24468 whole entry, looked up): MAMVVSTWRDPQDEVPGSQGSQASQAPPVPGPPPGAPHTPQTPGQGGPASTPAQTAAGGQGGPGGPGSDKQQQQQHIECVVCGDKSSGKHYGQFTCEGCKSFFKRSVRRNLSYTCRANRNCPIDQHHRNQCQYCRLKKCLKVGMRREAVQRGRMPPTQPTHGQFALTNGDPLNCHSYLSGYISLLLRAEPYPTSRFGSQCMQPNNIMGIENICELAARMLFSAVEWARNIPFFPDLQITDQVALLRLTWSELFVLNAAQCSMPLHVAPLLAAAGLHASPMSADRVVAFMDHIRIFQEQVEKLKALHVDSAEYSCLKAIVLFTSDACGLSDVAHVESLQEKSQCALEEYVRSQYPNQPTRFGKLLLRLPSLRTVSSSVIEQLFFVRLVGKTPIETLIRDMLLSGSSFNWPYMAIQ
TLR9-MyD88 block = inhibitors of TLR9-MyD88 association in cells, primary screen, cell-based, CHO, BLA complementation, fluorescence; CCF4 FRET ratio; actives 0.21% (n = 340,000); AID 504734, 2011; inhibition, % at 4.98 µM; Toll-like receptor 9 (Homo sapiens) + Myeloid differentiation primary response protein …;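 active = inhibition above the mean over all tested compounds plus 3 SD, cut at about 21% in these data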;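 also: 0% = DMSO only wells and 100% = clavulanate BLA inhibitor control wells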
MC4R antag cAMP = MC4R antagonists of cAMP signaling, primary screen, cell-based, TR-FRET, antagonist arm of biased-ligand search; Melanocortin receptor 4 (Homo sapiens), P32245; MC4R-expressing cells, MTII-stimulated cAMP, LANCE TR-FRET; inhibition, % at 6.5 µM; actives 0.48% (n = 360,000);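 active = inhibition above its plate's cutoff, the mean of tested wells on that plate plus 3 SD, cut at about 29% in these data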;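 also: 0% = Melanotan II alone and 100% = Melanotan II plus saturating MCL0020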
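Assay system: U2OS cells stably expressing human melanocortin 4 receptor (MC4R) / Dosing: 6.5 µM / Timing: compound 30 min, challenge 1 h, detection 1 h / Measured by: Eu-cAMP/anti-cAMP TR-FRET, emission 671 nm / Replicates: singlicate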
EBV LMP1 NFkB = EBV LMP1-driven NF-kappaB luciferase reporter inhibitors, primary screen, cell-based, luminescence, single point; LMP1-induced NF-kappaB luciferase reporter cells; inhibition, % at 12.5 µM; AID 504558, 2011; actives 0.69% (n = 350,000); in the data active = inhibition above about 41%;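 also: 0% = neutral control wells and 100% = reference inhibitor control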
Numbers without * were called inactive; / = not tested or not shown. These rows are one share of the data. The share of hits here may be higher or lower than overall.

SRC2 inh	NCOA1 inh	TLR9-MyD88 block	MC4R antag cAMP	ABHD5-PLIN5 inh	NOD2-RIPK2 inh	COUP-TFII inh	NCOA3 inh	NR5A2 inv ag	MC4R ag barr	EBV LMP1 NFkB	Structure
-15	-8	3	3	-3	1	7	12	10	-3.8	-2	Cc1csc(NC(=O)CSc2nc3[nH]ncc3c(=O)[nH]2)n1
-11	6	-12	-7	-10	-2	-14	1	-8	4.3	-4	CS(=O)(=O)c1ccc(C(=O)N2CC(=O)Nc3ccccc32)cc1
18	-4	-15	1	-4	1	8	-11	-7	-3.2	-15	CC1CCN(C(=O)Cn2c3ccccc3c3nc4n(c(=O)c32)CCCS4)CC1
10	-5	-1	8	2	8	6	5	6	1.6	2	COc1cc2c3c(c1OC)C1(C=CC(=O)C=C1)CC3N(C(=O)CCC(=O)O)CC2 (configuration not stated)
4	5	-3	-1	1	-2	-13	29	6	-0.8	-1	Cc1ccc(C)c(NS(=O)(=O)c2cc(C(=O)N3CCCC3)ccc2Cl)c1
-17	-12	-5	6	2	-24	-4	1	-6	-0.5	-6	Cc1c(C)c(C)c(C(=O)CCc2cccc(NC(=O)CCC(=O)O)c2)c(C)c1C
-19	-1	11	9	8	-2	6	-10	-9	0.3	0	O=C(NC1CCCCC1)c1ccc(CNc2c(N3CCOCC3)c(=O)c2=O)cc1
-6	11	-8	-3	3	-4	1	8	17	-1.7	3	Cc1cccc(NC(=O)CCCN2C(=S)NC(C)(C)CC2C)c1C (configuration not stated)
3	-35	-13	5	-4	-13	10	21	9	0.0	2	CC1CCC2(CC1)NC(=O)N(CC(=O)NCc1ccc(Cl)cc1)C2=O (configuration not stated)
11	-6	-4	2	-2	-5	-2	12	26	-0.9	0	CCc1ccc(S(=O)(=O)NCc2csc(-c3cccnc3)n2)s1
11	7	-12	4	2	6	6	-5	4	-3.2	1	COc1ccc(C(=O)C(c2ccccc2)N2CCOCC2)cc1 (configuration not stated)
14	-23	0	13	1	1	-10	14	-16	1.3	-7	CCN(Cc1ccncc1)C(=S)NCc1ccccc1
2	-2	-2	-4	0	-1	17	23	1	0.7	2	O=C1CCC(=O)N1OCCOc1ccccc1
-17	4	-11	10	3	0	3	-10	10	0.0	-2	O=C(O)C1CC(=O)N(Cc2ccccc2)C1 (configuration not stated)
-6	15	6	-2	-3	-8	3	14	19	-1.3	2	CCCNC(=O)CS(=O)(=O)Cc1nc(-c2ccccc2C)oc1C
3	-5	-4	1	6	1	-11	-1	14	-1.8	-5	N#Cc1sc2nc3c(c(-c4cccnc4)c2c1N)CCC3
-20	-5	0	-3	-9	7	-6	-21	0	-2.3	3	O=C(NNC(=S)NC(=O)c1ccccc1)c1cccc([N+](=O)[O-])c1
9	4	-8	-1	0	-15	8	0	11	-0.1	-11	Cc1noc(C)c1COc1ccccc1C(=O)N1CCN(S(=O)(=O)c2ccccc2Br)CC1
-2	-7	-4	10	3	6	-10	11	4	-2.6	-6	CC(C)CN(C(=O)c1cccs1)C1CCS(=O)(=O)C1 (configuration not stated)
-34	-6	/	0	-11	3	-6	-10	13	-0.1	/	O=C(NCc1cccs1)c1csc([C@H]2C[C@H](O)[C@@H](CO)O2)n1
-23	-107	-20	19	-4	-3	-26	-63	-149	1.5	-16	Cc1ccc(C(=O)Nc2nc3ccc(Cl)cc3s2)o1
-5	9	10	10	-2	-14	10	-3	6	-2.0	-4	CCOc1ccc(/C=N/OCC(=O)Nc2cc(S(=O)(=O)N3CCOCC3)ccc2OC)cc1
-30	15	-3	9	-1	-8	6	22	6	-0.6	-8	COc1cccc(/C=N/NC(=O)c2nc(-c3ccccc3)cc(-c3ccccc3)n2)c1O
7	-4	-1	-2	-1	-4	-10	24	-3	-2.5	-5	Cc1ccccc1CC1(CO)CCCN(Cc2ccc3c(c2)OCCO3)C1 (configuration not stated)
-26	-4	6	-5	-11	-8	-9	3	-27	-1.2	-3	COC(=O)c1ccc(NC(=O)CCn2cccc2)cc1
0	-2	7	-2	9	-9	-2	13	15	0.7	-1	CCNc1nc(NCC)nc(OCCOC(C)=O)n1
12	-1	1	21	-1	4	-9	10	-19	-0.7	10	COc1ccc(NC(=O)c2cccc(N3C(=O)c4ccc(C(=O)Nc5ccc(OC)c(O)c5)cc4C3=O)c2)cc1O
7	-8	-4	17	0	2	4	-24	14	0.7	-1	COc1ccc(OC)c(S(=O)(=O)NCCc2cn3ccsc3n2)c1
5	-3	9	13	4	19	0	-11	-13	-4.1	2	Cc1sc2nc(CN3CCCCC3)nc(Cl)c2c1C
9	-15	/	6	7	-2	-4	-21	5	-1.9	/	COc1cc(C(O)c2nc(-c3cccc(C(=O)O)c3)cs2)ccc1F (configuration not stated)

Nothing new here: 2 of the compounds above.
SRC2 inh	NCOA1 inh	TLR9-MyD88 block	MC4R antag cAMP	ABHD5-PLIN5 inh	NOD2-RIPK2 inh	COUP-TFII inh	NCOA3 inh	NR5A2 inv ag	MC4R ag barr	EBV LMP1 NFkB	Structure
7	-4	-1	-2	-1	-4	-10	24	-3	-2.5	-5	Cc1ccccc1CC1(CO)CCCN(Cc2ccc3c(c2)OCCO3)C1 (configuration not stated)
-26	-4	6	-5	-11	-8	-9	3	-27	-1.2	-3	COC(=O)c1ccc(NC(=O)CCn2cccc2)cc1

(next part)
SRC2 inh	NCOA1 inh	TLR9-MyD88 block	MC4R antag cAMP	ABHD5-PLIN5 inh	NOD2-RIPK2 inh	COUP-TFII inh	NCOA3 inh	NR5A2 inv ag	MC4R ag barr	EBV LMP1 NFkB	Structure
9	4	-9	13	-5	-2	9	21	-9	-1.4	2	CCNS(=O)(=O)c1cccc(C(=O)c2c(C)cc3ccccn23)c1
-16	-19	2	10	6	0	4	4	-12	0.4	2	O=c1c2c3nc4ccccc4nc3n(CC3CCCO3)c2ncn1CCc1ccccc1 (configuration not stated)
-6	7	-7	17	-5	5	3	6	3	3.5	11	O=C1CN(C(=O)COc2ccc(Cl)c(Cl)c2)c2ccccc2N1
1	4	9	4	5	-1	-2	10	6	0.2	-8	O=C(NC1(C(F)(F)F)NC(=O)N(Cc2ccccc2)C1=O)c1cccnc1 (configuration not stated)
/	-67	-3	-3	3	0	/	-16	-53	-1.0	-1	CC(C)NC(=O)c1[nH]nc2c1CCc1ccccc1-2
15	0	-5	-4	6	-15	-15	2	11	-2.6	-17	CC(=O)Nc1ccc(OC(=O)c2ccco2)cc1
-6	-4	0	-1	-4	8	4	1	1	0.5	-1	COc1ccc(CN(C)C(=O)Cc2ccsc2)c(OC)c1OC
-24	-2	-8	-3	2	0	9	7	12	-1.5	-5	CCN1CCN(C(=O)c2nn(C)c3c2CS(=O)(=O)c2ccccc2-3)CC1
-60	-59	1	-14	5	-5	-43	-44	-84	1.4	-25	CCOc1ncccc1C(=O)OCc1ccc(C(=O)OC)cc1
9	9	-5	-1	0	-4	-8	2	8	0.9	1	Fc1cccc(CN2CCN(Cc3nc(CCc4ccccc4)no3)CC2)c1
-35	-71	-6	3	2	1	-48	-36	-130	-0.8	-3	Cc1csc(NC(=O)c2nc3nc(C)cc(C)n3n2)n1
-29	1	3	11	8	8	1	-16	-6	0.0	-4	CCCOc1ccc(N/C=C/C(=O)c2ccc(OC)c(OC)c2)cc1
-1	-5	-3	14	2	-9	-6	-7	2	0.5	0	CCCc1c(C)c2c(C)[nH]nc2oc1=O
-4	-1	6	-3	-7	-1	0	-7	11	-3.0	7	O=C(Nc1ccc(C(=O)N2CCCCC2)cc1)c1ccc([N+](=O)[O-])cc1
27	16	3	5	-3	-12	25	12	-5	-1.0	4	O=c1[nH]nnc2sc3c(c12)CCCC3
-8	12	-2	6	3	-11	1	4	3	-0.8	2	CC1CCN(Cc2c(C#N)c3ccccc3n2C)CC1
-3	-4	-9	3	1	1	-10	4	-6	1.8	3	CC1CCC(C(=O)NC(C(=O)NCCCN2CCOCC2)C(C)C)CC1 (configuration not stated)
2	1	-5	13	4	-2	-8	29	-9	-1.8	0	COc1ccc(/C=N\Nc2ccc([N+](=O)[O-])cc2)c(C(=O)O)c1OC
-1	-19	2	21	1	3	-5	10	7	-2.6	1	CCC(=O)NC(=S)Nc1cccc(NC(=O)c2ccccc2C)c1
6	-9	4	-2	5	2	12	17	17	-0.7	2	COc1cc(/C=C/C(=O)Nc2ccc(C)cc2)cc(OC)c1OC
4	6	-7	-1	-3	-6	12	-2	13	-1.1	-1	C[C@@H]1CCCCO[C@H](CN(C)C(=O)Nc2ccc(F)cc2)[C@@H](C)CN([C@H](C)CO)C(=O)c2cc(NC(=O)c3ccccc3)ccc2O1
-1	6	16	3	-16	23*	12	17	-6	-2.4	4	O=C1CCN2C=Nc3cccc4ccc1c2c34
-57	-59	10	-2	2	-26	-9	-58	-85	0.2	-100	Cc1ccc(C(=O)Nn2cnc3ccccc3c2=O)cc1C
-7	-55	-6	1	-1	-14	-10	-17	4	-3.5	-4	Cc1ccc(NC(=O)CSc2ncn[nH]2)c([N+](=O)[O-])c1
-22	-6	2	-5	-6	-8	-36	-3	-1	-3.8	8	CC1CCCC(C)N1C(=O)COc1ccc([N+](=O)[O-])cc1Cl (configuration not stated)
10	-10	1	0	-18	-7	10	-3	-18	-1.1	13	COc1ccc(-c2nc(CSCC(=O)N3CCc4ccccc4C3)c(C)o2)cc1OC
1	-1	-4	8	-3	-4	5	-13	-12	-3.1	-1	O=C(O)C1=C[C@H](c2csc3ccccc23)C[C@H](OCCCCO)O1
6	-8	3	2	-5	0	1	13	9	-2.5	-1	Cc1cnc(C(=O)NC(C)CCc2ccccc2)cn1 (configuration not stated)
9	0	/	11	6	-16	10	4	-18	1.0	/	Cc1cc2oc(C(=O)N(Cc3ccccc3)c3ccccn3)cc(=O)c2cc1Cl
18	-27	2	7	1	3	-7	-6	4	-0.7	-8	C=CCN1C(=O)CN=C1Nc1cc(C)ccc1C
-48	-27	-19	8	4	-6	-11	-14	3	-0.6	-10	Cc1ccc(N2CCN(C(=O)N3CCOCC3)CC2)cc1C
